proCasp7 act – procaspase-7 activators, primary screen, counter-screen for procaspase-3 activator project, biochemical, absorbance, HTS, human; Caspase-7 (Homo sapiens), P55210; recombinant procaspase-7, Ac-DEVD-pNA absorbance 405 nm; D23A/D198A/D206A triple mutant, cannot self-cleave; scale: DMSO 0, 5 µM enzyme 100; activation, % at 8.5 µM; actives 0.093% (n = 330,000);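 active means percent activation above the screen-wide mean plus 3 SD, cut at about 25% in these data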
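Assay system: Uncleavable procaspase-7 mutant enzyme | Input: 2 µM procaspase-7 mutant as dispensed | Timing: 1 h compound preincubation, 2 h substrate cleavage, 25 °C | Repeats: One well per compound | Control set: DMSO wells as 0%, DMSO with 5 µM added PC-7 as 100% | Technique: Epi-absorbance of released pNA at 405 nm, two timepoints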
PP5 primary – PP5 phosphatase inhibitors, primary screen, biochemical, fluorescence; actives 0.18% (n = 320,000); purified PP5c, OMFP substrate fluorescence; inhibition, % at 6.7 µM; Serine/threonine-protein phosphatase 5 (Homo sapiens), P53041;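 active means inhibition above the campaign's mean inhibition across all tested compounds plus 3 SD, cut at about 9.5% in these data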;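 further: 0% = DMSO only and 100% = 100 µM cantharidin control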
VLA-4 inh – inhibition in human VLA-4 binding assay, primary screen, VLA-4 allosteric modulator project, MLPCN library, flow cytometry, VLA-4 expressing cells; Integrin alpha-4 (Homo sapiens), P13612; ligand binding flow cytometry; inhibition, % (about 7 µM as worked out from the volumes in the protocol); actives 0.2% (n = 330,000); in the data active means inhibition above about 50%
Target sequence (P13612 whole entry, looked up): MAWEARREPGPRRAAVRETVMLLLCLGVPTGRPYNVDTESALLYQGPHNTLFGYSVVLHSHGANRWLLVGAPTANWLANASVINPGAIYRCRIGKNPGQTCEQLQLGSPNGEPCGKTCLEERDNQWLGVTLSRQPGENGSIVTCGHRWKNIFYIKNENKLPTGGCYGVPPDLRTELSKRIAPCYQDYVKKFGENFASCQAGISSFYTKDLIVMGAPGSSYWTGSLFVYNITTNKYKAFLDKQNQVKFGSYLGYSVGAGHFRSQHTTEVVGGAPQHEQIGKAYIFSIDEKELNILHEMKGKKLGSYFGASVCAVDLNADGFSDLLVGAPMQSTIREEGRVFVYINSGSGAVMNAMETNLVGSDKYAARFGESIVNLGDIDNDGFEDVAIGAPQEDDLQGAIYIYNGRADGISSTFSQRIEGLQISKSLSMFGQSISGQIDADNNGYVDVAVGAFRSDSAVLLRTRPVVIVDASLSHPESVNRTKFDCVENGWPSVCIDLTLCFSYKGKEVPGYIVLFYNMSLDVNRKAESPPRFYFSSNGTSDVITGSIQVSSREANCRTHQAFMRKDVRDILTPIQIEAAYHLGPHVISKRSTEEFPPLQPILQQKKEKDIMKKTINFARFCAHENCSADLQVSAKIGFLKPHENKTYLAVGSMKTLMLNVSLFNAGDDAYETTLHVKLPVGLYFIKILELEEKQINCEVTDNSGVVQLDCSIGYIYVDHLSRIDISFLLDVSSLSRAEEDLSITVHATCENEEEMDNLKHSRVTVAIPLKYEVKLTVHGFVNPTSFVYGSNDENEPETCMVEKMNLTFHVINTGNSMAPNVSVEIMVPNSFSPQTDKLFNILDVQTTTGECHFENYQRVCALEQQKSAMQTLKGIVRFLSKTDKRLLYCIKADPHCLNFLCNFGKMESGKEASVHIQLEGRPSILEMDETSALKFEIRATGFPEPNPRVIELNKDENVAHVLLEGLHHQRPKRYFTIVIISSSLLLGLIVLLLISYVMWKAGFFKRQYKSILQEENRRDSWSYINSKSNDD
GASC-1 inh – inhibitors of GASC-1 histone demethylase, primary screen, biochemical, fluorescence, DELFIA europium; GST-JMJD2C(1-420) H3K9me3 demethylation; Lysine-specific demethylase 4C (Homo sapiens), Q9H3R0; actives 0.069% (n = 330,000); inhibition, % at 2.35 µM; AID 2099, 2009;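 active means more than half of a compound's replicate wells show inhibition beyond 50%, single wells judged on their own value; inconclusive means some, but no more than half, of replicates pass 50% inhibition; inactive means no replicate passes 50% inhibition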;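 further: signal counts dimethyl H3K9 product captured on neutravidin plate; 0% = median of DMSO wells and 100% = 0.3 times that DMSO median; strong numbers were not always called active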
PP1 counter – PP1-alpha phosphatase inhibitors, primary screen, counter-screen for PP5 inhibitor project, biochemical, fluorescence, OMFP substrate, single point; Serine/threonine-protein phosphatase PP1-alpha catalytic subunit (Homo sapiens), P62136; purified PP1alpha; inhibition, % at 6.7 µM; actives 0.9% (n = 320,000);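 active means inhibition above the mean inhibition of all tested compounds plus 3 SD, computed separately for each screening campaign, cut at about 15% in these data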
CTSL1 counter – Fasciola hepatica cathepsin L1 inhibitors, primary screen, counter-screen for PFM18AAP inhibitor project, biochemical, QFRET, fluorogenic peptide substrate; recombinant F. hepatica cathepsin L1, Z-Leu-Arg-MCA fluorescence; actives 0.49% (n = 300,000); inhibition, % at 5.96 µM; AID 1906, 2009;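 active means inhibition above the mean of all tested compounds plus 3 SD, set per screening campaign, cut at about 17% in these data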;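 further: 0% = plate median of test compound wells and 100% = 1 µM Z-Phe-Ala-diazomethylketone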
core dimer inh – inhibitors of HCV core protein dimerization, primary screen, biochemical, TR-FRET, high-throughput. TR-FRET GST/Flag-core106 dimerization, 1536-well. inhibition, % at 5 µM. actives 0.33% (n = 300,000). AID 1899, 2009;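 active means inhibition above the mean of all tested compounds plus 3 SD, set per screening campaign, cut at about 45% in these data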
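System – GST-tagged and Flag-tagged HCV core protein residues 1-106 · Repeats – one well for each compound · Technique – TR-FRET 671 and 617 nm emission · Doses – one concentration, 5 µM, in 0.5% DMSO · Times – 4 h, 22.5 °C incubation · Also added – Eu donor and XL665 acceptor anti-tag antibodies · Measure – percent inhibition of core106 dimerization signal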
GRK2 inh – compounds blocking aptamer binding on GRK2 – biochemical, human GRK2, bead flow cytometry, HTS, primary screen; Beta-adrenergic receptor kinase 1 (Homo sapiens), P25098; inhibition of aptamer binding, % at 10 µM; FAM-aptamer displacement from GRK2; AID 488847, 2010; actives 0.59% (n = 330,000);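 active means inhibition of aptamer binding above 40%, roughly 3 SD of noise, on plates passing a quality check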;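 further: median bead fluorescence of bound FAM aptamer so fluorescent compounds give negative values; no value below 0 was filed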
procasp3 activ – activators of human procaspase-3 D3A mutant, primary screen, biochemical, absorbance, PC-3 D3A mutant, single concentration | Caspase-3 (Homo sapiens), P42574 | recombinant procaspase-3 D3A, Ac-DEVD-pNA absorbance 405 nm | activation, % at 8.5 µM | actives 0.11% (n = 330,000) | AID 463141, 2010;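 active means activation above the mean of all tested compounds plus 3 SD, cut at about 21% in these data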;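 further: 0% = DMSO alone and 100% = DMSO wells spiked with extra 5 µM PC-3 D3A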
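Test system: Procaspase-3 D3A mutant; medium: Zinc-free HEPES/NaCl buffer with 0.01% Triton X-100 at pH 7.4; reagent: DEVD-pNA substrate; doses: one concentration, 8.5 µM nominal, 0.8% DMSO; times: 1 h preincubation plus 2 h reaction at 25 °C; signal: Epi-absorbance at 405 nm of released p-nitroaniline, 0 and 120 min; replicates: singlicate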
* hit, by the source's call; ? = inconclusive; . = no result given; & = joins results of further samples.

Values run as follows: proCasp7 act, PP5 primary, VLA-4 inh, GASC-1 inh, PP1 counter, CTSL1 counter, core dimer inh, GRK2 inh, procasp3 activ
> Cc1ccc(S(=O)(=O)Cc2ccc(C(=O)N3CCCC3)o2)cc1
    2.1, 1.1, -4.0, 14.2, -1.3, -3.1, -1.4, 2.0, 10.7
> O=C(Cc1ccccc1)N1CCC(c2ccccc2)C1 (stereo not given)
    -1.8, -0.4, -5.0, 3.7, -2.1, -1.3, 0.3, 2.0, 8.3
> COc1ccccc1Nc1nnc(SCC(=O)c2c(N)n(C3CC3)c(=O)[nH]c2=O)s1
    6.5, ., -11.5, -9.3, ., ., ., 0.0, -4.7
> COc1cc(OC)c(C#N)c(S(=O)Cc2ccccc2)c1 (stereo not given)
    9.9, 0.3, 3.6, 10.1, -0.6, -0.4, -1.6, 3.0, 5.7
> O=C1CN(C(=O)c2ccc(Cl)nc2)c2ccccc2N1
    -0.8, -3.3, 3.0, 0.3, -0.8, 3.3, -1.3, 1.0, -1.9
> COc1ccccc1C(C[N+](=O)[O-])c1c[nH]c2ccccc12 (stereo not given)
    0.9, 2.9, 12.9, -0.2, 0.2, 1.7, 1.5, 4.0, -2.5
> O=C(CNC(=O)c1ccc(Br)o1)NCc1cccc(Cl)c1
    14.4, 0.6, 3.8, 5.7, -1.5, -1.3, -17.2, 0.0, -11.2
> Cc1cc(C)c(NC(=O)Cn2nnc(C(=O)Nc3ccc(F)cc3F)c2N)c(C)c1
    -2.6, 1.6, 4.2, 22.9, -0.9, 0.4, 1.8, 4.0, 5.7
> CN(C)C(=O)CSc1n[nH]c(=O)n1CCc1ccccc1
    -9.8, 3.6, 12.7, -4.0, 3.3, -1.7, 0.1, 0.0, 2.1
> COc1ccc(NC(=O)CSc2nnc(N)n2CC(=O)Nc2ccc(OC)cc2)cc1
    3.3, -1.5, 1.4, ., -3.3, 4.5, 4.5, 0.0, 6.9
> CCc1nc(SCC(=O)N2CCCC2)c2ccccc2n1
    -5.3, -0.8, -4.9, 5.8, 4.2, 6.8, -10.3, 0.0, -6.6
> Cc1csc(NC(=O)C2CCCN(S(=O)(=O)c3cccnc3)C2)n1 (stereo not given)
    -8.9, 0.0, 22.3, 21.9, -4.8, -1.9, -8.2, 4.0, -6.9
> CCc1ccc(NSc2ccccc2[N+](=O)[O-])cc1
    0.8, 4.6, 9.2, 1.2, 0.4, -0.7, 3.5, 0.0, -7.1
> O=C(CSc1nnc2ccccn12)Nc1ccc(S(=O)(=O)N2CCOCC2)cc1
    12.3, -2.5, 8.3, -4.0, -1.5, -1.1, 0.0, 0.0, -1.5
> N#Cc1c(N)n(-c2ccc(O)cc2)c2nc3ccccc3nc12
    -4.2, 3.9, -1.0, 1.0, -1.8, -0.6, -0.7, 2.0, -2.0
> COc1ccc(N(CC(=O)Nc2cc(OC)c(OC)cc2C(=O)O)S(=O)(=O)c2c(C)noc2C)cc1
    3.5, 1.1, 2.9, -0.1, -1.8, -2.0, 6.0, 1.0, -4.4
> Cc1ccc(S(=O)(=O)Nc2cc3c(C(=O)O)c(C)oc3c3ccccc23)c(C)c1
    -3.3, 0.1, -7.2, 44.9, 3.2, 1.8, 15.2, 3.0, -3.9
> O=C(/C=C/c1cc([N+](=O)[O-])ccc1OC(F)F)NCc1ccc(Cl)cc1
    2.1, 3.9, 1.9, 2.9, 0.8, 0.4, 7.0, 2.0, 2.1
> COc1cc(/C=N/NC(=O)c2cccc(S(=O)(=O)N3CCCC3)c2)cc(OC)c1O
    -7.0, -0.5, -0.3, 0.0, -4.6, 2.8, -8.5, 3.0, -2.8
> Cc1ccccc1OC(=O)Cn1c(C(F)(F)F)nc2ccccc21
    -3.9, -3.7, 7.1, -3.9, 3.5, 3.1, -6.4, 1.0, -7.3
> CCOC(=O)c1c(C)[nH]c(C(=O)CN2C(=O)NC3(CCCC3)C2=O)c1C
    3.5, -1.1, 8.2, -4.2, -1.0, -0.6, 3.7, 0.0, 3.8
> Cc1nn(CCOc2ccccc2)c(=O)n1-c1c(F)cccc1F
    -0.4, -1.1, -4.4, 11.2, -2.9, -1.4, -1.0, 0.0, 2.4
> Cc1ccc2cc(CN(Cc3ccco3)S(=O)(=O)c3c(C)ccc4nsnc34)c(=O)[nH]c2c1
    -11.2, 1.9, -1.1, 15.1&2.7, -0.1, 5.0, 3.1, 0.0, -8.1
> Cc1ccc(S(=O)(=O)N(Cc2n[nH]c(=S)n2-c2ccccc2)c2cccc(Cl)c2)cc1
    -16.5, 2.7, 0.3, -19.8, -3.2, 0.2, 16.2, 0.0, -6.5
> CS(=O)(=O)c1cccc(C(=O)N(CCc2ccccc2)Cc2cccs2)c1
    -12.5, 0.0, 10.8, -18.6, 2.2, -2.6, -19.6, 0.0, 0.0
> N#CCCN(CCN1CCCC1)S(=O)(=O)c1ccc(-c2ccc([N+](=O)[O-])cc2)cc1
    0.8, 2.2, -3.6, 37.1, 7.5, -3.8, 4.5, 0.0, 1.1
> NNC(=O)C(=O)Nc1ccc(Cl)c(Cl)c1
    7.6, 3.6, -1.7, -37.9, 2.1, -2.3, 12.7, 0.0, -1.3
> N/C(Cc1nc(-c2ccc(Br)cc2)cs1)=N\O
    8.8, -1.4, 10.6, 1.7, -2.4, -5.5, 0.1, 1.0, -4.7
> N#Cc1ccccc1S(=O)(=O)N1CCN(C(=O)[C@@H]2CCCN2C(=O)c2cccs2)CC1
    2.3, -3.2, -28.5, 1.4, -3.3, ., ., 0.0, 4.8
> Cc1ccc(S(=O)(=O)N/N=C\c2ccc([N+](=O)[O-])o2)cc1
    0.3, 1.8, -0.9, -7.0, 1.0, 1.8, 4.7, 0.0, -8.8
> CCOC(=O)c1cc(S(=O)(=O)N2CCCC2)cn1C
    -16.8, -0.9, 26.2, -8.9, 0.1, -7.0, -1.9, 0.0, 1.6
> CCOCCCNc1nc2c(c(=O)[nH]c(=O)n2C)n1CCCc1ccccc1
    4.7, 0.1, 6.9, -43.4, 0.9, -1.9, 1.6, 1.0, -6.4
> Cc1cc(F)ccc1S(=O)(=O)N1CCCOC1CNC(=O)C(=O)NCc1ccc2c(c1)OCO2 (stereo not given)
    0.6, 1.4, 4.9, 2.9, -0.6, -0.7, 2.8, 3.0, 10.3
> COc1ccc(-n2nc([N+](=O)[O-])c(=NCc3ccc4c(c3)OCO4)n2O)cc1
    4.7, 0.1, -12.4, -5.6, 2.7, -2.6, 4.6, 0.0, -4.2
> Cc1nn(-c2ccccc2)c(Cl)c1C(=O)NCC(C)C
    3.5, -0.4, 13.2, 0.3, 0.6, -4.2, -6.9, 1.0, 0.3
> CN1C(=O)c2ccccc2C(C(=O)O)C1c1cn(C)c2ccccc12 (stereo not given)
    2.6, 1.2, -5.4, -1.3, -1.1, 1.7, 0.4, 3.0, 6.4
> CCCn1c(Nc2ccccc2C)nc2ccccc21
    3.6, 0.8, 0.6, -2.4, 0.3, -3.6, -9.2, 3.0, 5.2
> O=C(Nc1ccc2c(c1)OCO2)c1ccc2c(c1)S(=O)(=O)c1ccccc1C2=O
    -6.3, 2.5, -6.4, -8.1, -3.0, 1.1, 5.3, 5.0, 2.0
> Cc1ccc(OCCC(=O)OCC(=O)Nc2cc(C)cc(C)c2)cc1
    -2.4, 1.3, -3.9, 5.0, 1.2, -4.8, 4.3, 7.0, -5.3
> c1ccc(NNC2=NCCS2)cc1
    -10.7, -3.9, 0.0, 4.3, -2.1, 1.3, -11.5, 0.0, 0.3
> COc1ccc(S(=O)(=O)N/N=C(/C)c2ccncc2)cc1
    -4.0, 1.5, -23.9, -54.9, -2.0, -1.0, -1.5, 2.0, -13.8
> COc1ccc(S(=O)(=O)Nc2ccc3c(c2)OCO3)cc1Cl
    2.6, 1.7, -0.9, 2.2, -1.7, -2.8, 9.8, 0.0, -0.7
> Cc1ccc(S(=O)(=O)CCC(=O)O)cc1C
    2.2, -1.8, -2.3, 9.1, -1.2, 0.4, -6.9, 2.0, 4.1
> CCOC(=O)CN(C(=O)CSc1nnc(-c2ccc(OC)c(OC)c2)o1)c1ccc(F)cc1
    -4.9, -1.3, 12.3, ?, -0.6, 1.9, -1.5, 0.0, -0.4
> CC(=O)N(Cc1ccc(Br)cc1)c1cccc(C)c1C
    -0.8, 0.7, -8.6, 3.9, 2.0, 0.1, -0.8, 2.0, 0.7
> O=C(CN1CCC(n2nnc3cc(C(F)(F)F)ccc32)CC1)Nc1ccc2c(c1)CCC2
    12.5, 1.4, 8.0, -30.1, -1.6, 3.9, 5.1, 1.0, 0.9
> COc1ccc2sc(-c3ccc(S(C)(=O)=O)cc3)c(C(=O)NCCc3c[nH]c4ccccc34)c2c1
    3.2, ., 18.5, -1.9, ., ., ., 1.0, 1.2
> O=C(Cc1ccc2cccnc2c1)c1ccc(O)cc1O
    -3.0, 0.3, -1.6, -3.7, -3.1, -1.3, 7.2, 2.0, 9.1
> Cc1ccccc1NC(=O)CCN1C(=O)CSC1=O
    21.7, -0.4, -2.3, 7.6, 1.2, 1.7, -6.1, 0.0, -2.9
> Cc1nnc(SCc2cn3ccsc3n2)n(N)c1=O
    7.3, -0.7, 2.2, -3.0, -1.3, 0.4, 0.8, 3.0, 0.5
> Cc1ccc(C(=O)N/C(=C\c2ccc(-c3cccc([N+](=O)[O-])c3)o2)C(=O)NC(C)(C)C)cc1
    10.3, 2.3, -28.2, 1.0, 4.8, 8.9, 23.0, 6.0, -4.2
> CCOC(=O)c1sc(NC(=O)c2cccs2)cc1C
    4.1, 2.2, 17.3, 7.0, 0.5, 5.5, 10.0, 1.0, 3.0
> Cc1ccccc1NC(=O)CN1CCN(C(=O)c2ccco2)CC1
    -5.5, -2.5, 20.8, -3.0, -6.6, -0.3, -7.7, 1.0, -3.1
> Cc1ncoc1C(=O)N1CCCC(C(=O)c2ccc(-c3ccccc3)cc2)C1 (stereo not given)
    -4.6, -0.2, 0.0, -5.2, -2.9, 1.2, 2.9, 0.0, -3.4
> COc1cc2c(C(=O)N(C)c3cc(Cl)ccc3OC)cn(C)c(=O)c2cc1OC
    -1.4, -0.1, 0.0, -34.2, -2.9, -4.6, -1.5, 12.0, 10.2
> CCc1nn(CCCC(=O)NCc2ccco2)c(=O)c2cc3occc3n12
    -1.9, 0.4, 11.9, 3.6, 2.3, -3.9, 5.3, 2.0, 1.0
